# Screening results deposited in PubChem by National Center for Advancing Translational Sciences (NCATS).
# Ub-GFP proteasome: proteasome inhibitors stabilizing ubiquitin-GFP reporter | AID 526 | Ubiquitin-GFP reporter cells, proteasome inhibition, GFP fluorescence; response scale: untreated = 0%, 10 µM MG-132 = 100% | 67,000 tested, under 10 active | Potency, µM (titrated, usually from 45.9 µM), for the others: at the top dose activation (GFP accumulation), most hits filed as activators; active = well fitted activation curve with a large enough effect, not every such curve was filed as active; inconclusive = small, poorly fitted or top-dose-only effect, or another doubt; inactive = no such curve, though single readings can be large or run the other way; note: potency is the fitted concentration of half-maximal effect
#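 U2OS Ub(G76V)-GFP reporter; O/N plating, 0.5% FBS; cpd 46 uM–2.9 nM, 4 h, 37 °C; GFP+ cell count, 488/515 nm; norm. to basal vs 10 uM MG-132; CRC fit.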
# Fluorescein autfl: fluorescein region autofluorescence | Compound autofluorescence, 480/540 nm, fluorescein-equivalent; active compounds read high | max fluorescein-equivalent concentration, M | hit rate 0.91% among 59,000 | AID 593; in the data active = max fluorescein-equivalent concentration above about 10 nM; inconclusive = between about 1.1 nM and that limit
#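 Compounds (23 nL) in 100 mM Tris pH 8.0, 15 min at room temperature, then fluorescence read at 480 nm excitation/540 nm emission. Signal converted to fluorescein-equivalent concentration from an on-plate fluorescein standard curve.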
# CRE-bla Fsk: CRE-bla signaling modulation under forskolin stimulation | CHO CRE-bla reporter (cAMP response element driving beta-lactamase), forskolin EC10, beta-lactamase ratio | Potency, µM (series often up to 38.2 µM), inactives show top-dose activity change, negative = inhibition, actives largely listed as activators | hit rate 2.5% among 71,000 | AID 662; active = well fitted activation curve with a large enough effect in the signal ratio, with a control signal flat, not every such curve was filed as active; inconclusive = small, poorly fitted or top-dose-only effect, or effect the other way, or a change in a side signal; the % refers to the signal ratio; note: potency is the fitted concentration of half-maximal effect; % of control where 0% means no effect
#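 qHTS titration format; CRE-bla CHO reporter; stimulus EC10 NKH 477, a water-soluble forskolin. Read: CCF4 460/530 nm ratio. Potency expressed as AC50 for activators or inhibitors.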
# Texas Red fluor: compound fluoresces in the Texas Red spectral region; Compound fluorescence, Texas Red channel, 547/618 nm; active compounds read high; hit rate 0.06% among 59,000; max dye-equivalent concentration, M; in the data active = max dye-equivalent concentration above about 10 nM; inconclusive = between about 1.1 nM and that limit
#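 Fluorescence at ex 547/em 618 nm, normalized against an on-plate Texas Red standard series to give dye-equivalent concentration per compound concentration. Buffer 100 mM Tris, pH 8.0; 15 min RT incubation before CCD imaging.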
# ERK AVP inh: vasopressin-driven ERK pathway inhibition | Potency, µM (top dose mostly 57.5 µM), for the others: top-dose activity, negative = inhibition, most hits filed as inhibitors | hit rate 0.99% among 72,000 | HEK293-V1b, vasopressin-stimulated pERK AlphaScreen | AID 995; note: potency is the fitted concentration of half-maximal effect; % is set by controls: 0 for no effect and ±100 for the full control effect; nearly all actives have a fitted effect of over 55% in size
#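 Phosphorylated ERK1/2 detected via AlphaScreen bead proximity in lysates of V1b-expressing HEK293 cells given 25 nM vasopressin for 5 min after 30 min compound exposure (37 °C). AC50 from Hill equation; basal DMSO 0%, vasopressin 100%.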
# HBB splice mod: modulators of hemoglobin beta chain splicing | HBB splicing reporter cell assay, activation; EGFP reporter with mutant IVS2-654 intron; response scale: normalised to 500 nM splice-correcting PNA | Potency, µM (titrated, usually from 46.1 µM), for the others: at the highest dose activation, actives largely listed as activators | hit rate 0.06% among 65,000; note: potency is the fitted concentration of half-maximal effect; 0% is about no effect
#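 Compounds were applied for 2 days to HeLa EGFP-654 cells, 500/well in Optimem with 2% FCS. The reporter's EGFP is disrupted by mis-splicing of beta-globin intron IVS2-654. Readout: summed well GFP fluorescence from 488 nm laser scanning; reference was 500 nM antisense […] 654 PNA.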
# A350 fluor: A350 region autofluorescence; Compound autofluorescence, 340/450 nm, Alexa 350 dye-equivalents; active compounds read high; max dye-equivalent concentration, M; hit rate 11% among 59,000; in the data active = max dye-equivalent concentration above about 10 nM; inconclusive = mostly about 1.1 nM to 9.6 nM
# Hsp90 Hop PPI: changes Hsp90-Hop TPR2A binding signal, up or down | AlphaScreen TPR2A-His6 binding biotin-Hsp90 C-terminal peptide | Potency, µM (series often up to 57 µM), for the others: top-dose activity change, negative = inhibition | hit rate 0.44% among 71,000 | AID 595; active = well fitted curve in either direction with a large enough effect; inconclusive = small, poorly fitted or top-dose-only effect, or another doubt; note: potency is the fitted concentration of half-maximal effect; % is set by controls: 0 for no effect and ±100 for the full control effect; many of its hits are not listed in these tables
# FLuc inh: blocks Photinus pyralis firefly luciferase activity. P08659. purified firefly luciferase, luminescence, 8 min. Potency, µM (top dose mostly 57.1 µM), for the others: at the top dose activity change, negative = inhibition, most hits filed as inhibitors. hit rate 2.2% among 72,000. AID 411; note: potency is the fitted concentration of half-maximal effect; % is set by controls: 0 for no effect and ±100 for the full control effect; nearly all actives have a fitted effect of over 40% in size
# Target sequence (P08659 whole entry, looked up): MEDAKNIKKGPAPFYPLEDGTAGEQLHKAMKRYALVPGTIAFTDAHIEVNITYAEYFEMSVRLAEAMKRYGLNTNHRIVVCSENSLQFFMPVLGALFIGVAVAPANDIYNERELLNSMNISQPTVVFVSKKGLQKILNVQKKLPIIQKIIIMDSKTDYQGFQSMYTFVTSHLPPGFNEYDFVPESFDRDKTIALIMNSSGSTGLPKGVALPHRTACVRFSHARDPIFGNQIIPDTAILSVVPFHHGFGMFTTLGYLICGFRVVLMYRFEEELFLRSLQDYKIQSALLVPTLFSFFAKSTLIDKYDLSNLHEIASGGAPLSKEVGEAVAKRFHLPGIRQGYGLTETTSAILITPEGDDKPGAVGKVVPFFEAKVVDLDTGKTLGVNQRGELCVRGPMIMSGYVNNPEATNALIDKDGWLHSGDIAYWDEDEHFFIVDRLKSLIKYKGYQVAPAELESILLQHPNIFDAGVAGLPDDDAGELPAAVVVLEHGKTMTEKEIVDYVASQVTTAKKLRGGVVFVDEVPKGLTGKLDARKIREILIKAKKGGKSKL
#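 Here, luciferase activity is measured as luminescence following an 8 min room-temperature reaction at 10 uM ATP, pH 7.2. Every library sample is titrated.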
# 4-MU autofl: compound fluoresces in the 4-MU spectral region; compound autofluorescence, 340/450 nm, 4-MU equivalents; active compounds read high; max dye-equivalent concentration, M; hit rate 11% among 59,000; AID 589; in the data active = max dye-equivalent concentration above about 10 nM; inconclusive = mostly about 1.1 nM to 9.6 nM
#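 Compounds in 100 mM Tris, pH 8.0, incubated 15 min at room temperature, then fluorescence read at 340 nm excitation/450 nm emission. Signal converted to 4-MU dye-equivalent concentration using an on-plate six-point 4-MU standard curve.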
# Epigenetic mod: derepresses silenced GFP locus in mouse C127i cells; AID 597; Potency, µM (top dose mostly 46.1 µM), inactives show at the highest dose GFP derepression (activation); hit rate 0.09% among 68,000; mouse C127i GFP locus derepression, cytometry, 30 h; note: % of control where 0% means no effect
#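 Read-out is the number of GFP-positive cells, scored as fluorescent objects 20 to 120 um wide, reflecting derepression of a silenced CMV-GFP reporter in murine C127i cells after 30 h compound exposure at 37 C.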
# * marks the source's active call; other numbers are inactive results; i = inactive; ? = inconclusive; . = no result given; [ ] = dose if it differs, or a comment. Unless noted, calls come from the whole dose curve; as a rule, active = well fitted curve in the direction sought with a large enough effect; inconclusive = small, poorly fitted or top-dose-only effect, or another doubt; inactive = no such curve, though single readings can be large; an effect the other way counts as inactive or inconclusive. Not all compounds are listed, so the mix of outcomes need not match the whole.
mol	Ub-GFP proteasome	Fluorescein autfl	CRE-bla Fsk	Texas Red fluor	ERK AVP inh	HBB splice mod	A350 fluor	Hsp90 Hop PPI	FLuc inh	4-MU autofl	Epigenetic mod
COc1cc(NC(=O)c2ccc3c(c2)OCO3)ccc1NC(=O)C(C)C	5%	?	13%	i	-15%	0.0%	i	-6%	?	i	0%
O=C(NC1CC2CCCC(C1)N2Cc1ccco1)NC12CC3CC(CC(C3)C1)C2 (stereo unspecified)	3%	?	-15%	i	-5%	1.1%	i	-5%	-2%	i	3%
COc1ccc(CNC(=O)Cn2nc(C(F)(F)F)c3c2CCC3)cc1	3%	?	-1%	i	14%	3.0%	?	-2%	4%	?	1%
CCSc1ncnc2c(C#N)c3n(c12)CCCCC3	-2%	.	?	.	?	-1.2%	.	1%	0%	.	2%
CN(CC(=O)NCc1cccs1)S(=O)(=O)c1cccc2nsnc12	17%	i	-29%	i	10%	-0.4%	i	-2%	-1%	i	-3%
COC(=O)C1=C(C)NC(=O)CC1c1cccc(OC)c1OC (stereo unspecified)	-8%	i	8%	i	-18%	0.1%	i	-4%	2%	i	5%
COc1cc(NS(=O)(=O)c2ccc(NC(=O)COc3ccc(C)cc3)cc2)nc(OC)n1	-16%	.	-5%	.	1%	0.3%	.	-1%	2%	.	8%
O=c1c2ccccc2oc2nc3n(c(=O)c12)CCCS3	-5%[9.17 µM]	.	?	.	-23%	-3.0%[0.0738 µM]	.	-9%[11 µM]	-1%	.	0%
CCOC(=O)C(Oc1ccc(=O)n(-c2ccccc2)n1)C(C)=O (stereo unspecified)	-6%[9.17 µM]	.	?	.	14%	0.9%[0.0738 µM]	.	?	0%	.	0%
Nc1c(C(=O)NCc2ccccc2)nnn1Cc1cccc(Cl)c1	3%	.	-15%	.	-2%	0.0%	.	-3%[2.3 µM]	1%	.	.
CC1(C)Cc2c(sc3c2C2=NCCN2C=N3)CS1	.	?	.	i	.	.	2.4e-08M*	.	1%[25.5 µM]	2e-08M*	0%[20.6 µM]
Nc1nc(NCc2cccs2)nn1-c1ccccc1	-5%	i	-5%	i	-16%	.	i	-5%	0%	i	-3%
COc1ccc(C(=O)c2coc3ccc(O)c(CN4CCCC4)c23)cc1	-11%	.	-9%	.	-3%	-0.5%	.	-1%	-1%	.	9%
O=C(NCc1cccnc1)c1ccc(COc2ccc3c(c2)CCC3)o1	-3%	?	0%	i	25µM*	0.0%	i	-4%	-1%	i	2%
Cc1cc(C)c(C)c(S(=O)(=O)NCc2ccco2)c1C	1%	i	?	?	-3%	1.4%	i	-4%	0%	i	-6%
CCOC(=O)c1c(C)[nH]c(C(=O)CSc2nc3ccccc3o2)c1C	-2%	i	0%	i	-4%	-0.8%	i	-6%	2%	i	0%
O=C(Nc1cccc(F)c1)C1CC(=O)N(c2ccc(Cl)cc2)C1 (stereo unspecified)	17%	.	-1%	.	-13%	-1.6%	.	-4%	-3%	.	0%
CCCC[C@H](CC)CN1CN(C[C@@H](CC)CCCC)CC(C)(N)C1	2%[20.5 µM]	i	-7%[17.1 µM]	i	-6%[25.7 µM]	-1.7%[20.6 µM]	2e-08M*	0%[26 µM]	2%[25.5 µM]	2.3e-08M*	0%[20.6 µM]
CCN(CC)S(=O)(=O)c1ccc2c(c1)c(=O)c(C(=O)N1CCc3ccccc3C1)cn2C	-9%	?	-21%	i	11%	-0.3%	i	-5%	2%	i	4%
O=C(Nc1ccc2c(c1)oc1ccccc12)c1ccc2c(c1)OCO2	-13%	i	2%	i	-14%	2.5%	i	-4%	1%	i	-3%

# Single entries from the entries so far:
# Entry for `CCOC(=O)c1c(C)[nH]c(C(=O)CSc2nc3ccccc3o2)c1C` under HBB splice mod: -0.8%
# Entry for `COc1ccc(C(=O)c2coc3ccc(O)c(CN4CCCC4)c23)cc1` under Ub-GFP proteasome: -11%
# Entry for `CC1(C)Cc2c(sc3c2C2=NCCN2C=N3)CS1` under Epigenetic mod: 0%[20.6 µM]
# Entry for `O=C(NCc1cccnc1)c1ccc(COc2ccc3c(c2)CCC3)o1` under Epigenetic mod: 2%
# Entry for `CCN(CC)S(=O)(=O)c1ccc2c(c1)c(=O)c(C(=O)N1CCc3ccccc3C1)cn2C` under ERK AVP inh: 11%

# Back to the main list; the 2 compounds before the break are reprinted first.
mol	Ub-GFP proteasome	Fluorescein autfl	CRE-bla Fsk	Texas Red fluor	ERK AVP inh	HBB splice mod	A350 fluor	Hsp90 Hop PPI	FLuc inh	4-MU autofl	Epigenetic mod
CCN(CC)S(=O)(=O)c1ccc2c(c1)c(=O)c(C(=O)N1CCc3ccccc3C1)cn2C	-9%	?	-21%	i	11%	-0.3%	i	-5%	2%	i	4%
O=C(Nc1ccc2c(c1)oc1ccccc12)c1ccc2c(c1)OCO2	-13%	i	2%	i	-14%	2.5%	i	-4%	1%	i	-3%
CC(=O)c1c(C)[nH]c(C(=O)N2CCc3ccccc3C2)c1C	-8%	i	-27%	i	42%	-1.8%	i	?	-1%	i	7%
COc1ccc(C(=O)CSc2nnc(CNC(=O)c3ccc(OC)cc3)n2C)cc1	-1%	i	-8%	i	-9%	1.3%	i	-3%	-3%	i	6%
COc1cc(-c2nnc3sc(-c4cccs4)nn23)cc(OC)c1OC	-7%	?	1.6µM*	i	-13%	0.9%[1.84 µM]	i	-3%	1%	i	-2%
CN1CCN(c2nc3c(c(=O)n(C)c(=O)n3C)n2CCSc2nc3ccccc3s2)CC1	-9%	.	?	.	.	0.0%	.	-7%	0%	.	.
CC(C)CCOc1cccc(OCC(=O)NC2CCS(=O)(=O)C2)c1 (stereo unspecified)	1%	i	3%	i	8%	-0.5%[57.5 µM]	i	-2%	-3%	i	0%
O=C(O)c1cccc(OCCO)c1	1%[9.17 µM]	?	-4%[7.6 µM]	i	12%[11.5 µM]	2.2%[9.22 µM]	i	0%[11 µM]	1%[11.4 µM]	i	0%[9.22 µM]
CC(C)Cc1cc(C(=O)Nc2cc(Br)ccc2O)no1	7%	.	7%	.	16%	-0.5%	.	-2%[2.3 µM]	13µM*	.	.
O=C(O)c1[nH]c2ccc(Cl)cc2c1CC(=O)N1CCN(c2ccccc2)CC1	3%	i	-20%	?	13%	0.5%	i	-2%	-1%	i	11%
COc1ccccc1-c1nnc2sc(COc3ccccc3)nn12	.	i	.	i	.	.	i	.	0%[25.5 µM]	i	-4%[20.6 µM]
COc1ccc(N2CCN(S(=O)(=O)c3ccc(OC)cc3)CC2)cc1	-14%[9.17 µM]	.	?	.	-19%	0.6%[0.0738 µM]	.	-15%[11 µM]	2%	.	2%
CC(C)NC(=O)CSc1nnc(-c2ccc(C(C)(C)C)cc2)n1C	6%	i	?	i	10%	0.0%	i	1%	-8%	i	2%
CC(=O)N(Cc1cc(=O)[nH]c2ccccc12)c1ccc(C)cc1	-2%	i	5%	i	-7%	-1.4%[57.5 µM]	?	-4%	3%	i	2%
O=C(O)c1ccccc1C(=O)NCc1ccccc1	-14%	.	-5%	.	-12%	-0.6%	.	-5%	-7%	.	0%
CCn1c(SCC(=O)O)nnc1-c1ccccc1	-3%	?	-8%	i	-12%	-0.2%[57.5 µM]	i	-1%	3%	i	-2%
CCCn1c2c(c(O)c(C(=O)Nc3ccccn3)c1=O)CCCC2	-3%	i	1%	i	1%	.	i	2%	2%	i	3%
COc1ccc(CCNC(=O)NC2CCCCC2)cc1OC	-1%	i	3%	i	-1%	-0.3%	i	-1%	0%	i	4%
CC1(C)CC(=O)C2=C(C1)OC(N)=C(C#N)C2CCc1ccccc1 (stereo unspecified)	-4%	i	6%	?	-8%	-0.1%[57.5 µM]	?	1%	-4%	?	10%

# With a hit mark in CRE-bla Fsk (from the list above):
SMILES,Ub-GFP proteasome,Fluorescein autfl,CRE-bla Fsk,ERK AVP inh,A350 fluor,Hsp90 Hop PPI,FLuc inh,4-MU autofl,Epigenetic mod
COc1cc(-c2nnc3sc(-c4cccs4)nn23)cc(OC)c1OC,-7%,?,1.6µM*,-13%,i,-3%,1%,i,-2%
